TDP2 inh – TDP2 (human) inhibition, absorbance primary screen | recombinant TDP2, T5PNP hydrolysis, p-nitrophenol absorbance 415 nm | inhibition, % at 12.8 µM | 0.34% of 370,000 active | AID 720702;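 active means inhibition above the mean of all tested compounds plus 3 SD, set per campaign, cut at about 25% in these data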;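 further: 0% = DMSO with enzyme and 100% = buffer with substrate but no TDP2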
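Assay system: Recombinant human TDP2 | Quantity: 120 nM TDP2 per well | Incubation: 2 h at 37 °C | Signal: Epi absorbance | Evaluation: Percent inhibition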
Tn7 DDE FP – DD(E)-Tn7 binding inhibition, primary FP screen; P02675; FP displacement of FITC-Tn7 peptide from fibrin DD(E); 0% = median of compound wells per plate; inhibition, % at 8.3 µM; 0.13% of 370,000 active; AID 720508;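 active means inhibition above the mean of compounds falling within the control limits plus 3 SD of them, cut at about 14% in these data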;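 further: 0% = plate median of compound wells and 100% = 10 µM Aha-Tn7 peptide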
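Assay system: human fibrin DD(E) protein / Input: 2 µM fibrin DD(E) / Benchmarks: high control of 10 µM Aha-Tn7 peptide / Measured by: fluorescence polarization of the labelled Tn7 tracer / Medium: Tris buffer with calcium and detergent, pH 7.8 / Timing: 10 min compound pre-incubation, 3 h probe incubation at room temperature / Repeats: one replicate per compound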
PLC-gamma1 inh – inhibitors of human phospholipase C gamma1. P19174. purified PLC-gamma1, fluorogenic substrate, fluorescence. inhibition, % at 12.2 µM. 0.84% of 370,000 active. AID 720700; in the data active means inhibition above about 9.5%
ASAP1 inh – inhibitors of human ASAP1 ArfGAP activity; inhibition, % at 16.5 µM; Q9ULH1; 0.19% of 360,000 active; AID 624377; ASAP1-stimulated ARF1 GTP hydrolysis, GDP FP detection; in the data active means inhibition above about 25%;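 further: 0% = vehicle with enzyme and substrate and 100% = no enzyme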
PLC-beta3 inh – blocks human PLC-beta3 enzyme activity | 0.18% of 370,000 active | inhibition, % at 12.2 µM | AID 720704 | Purified PLC-beta3, fluorogenic substrate, fluorescence; in the data active means inhibition above about 11%;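 further: 0% = median of compound wells on plate and 100% = full blocker control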
Target sequence (Q01970 whole entry, looked up): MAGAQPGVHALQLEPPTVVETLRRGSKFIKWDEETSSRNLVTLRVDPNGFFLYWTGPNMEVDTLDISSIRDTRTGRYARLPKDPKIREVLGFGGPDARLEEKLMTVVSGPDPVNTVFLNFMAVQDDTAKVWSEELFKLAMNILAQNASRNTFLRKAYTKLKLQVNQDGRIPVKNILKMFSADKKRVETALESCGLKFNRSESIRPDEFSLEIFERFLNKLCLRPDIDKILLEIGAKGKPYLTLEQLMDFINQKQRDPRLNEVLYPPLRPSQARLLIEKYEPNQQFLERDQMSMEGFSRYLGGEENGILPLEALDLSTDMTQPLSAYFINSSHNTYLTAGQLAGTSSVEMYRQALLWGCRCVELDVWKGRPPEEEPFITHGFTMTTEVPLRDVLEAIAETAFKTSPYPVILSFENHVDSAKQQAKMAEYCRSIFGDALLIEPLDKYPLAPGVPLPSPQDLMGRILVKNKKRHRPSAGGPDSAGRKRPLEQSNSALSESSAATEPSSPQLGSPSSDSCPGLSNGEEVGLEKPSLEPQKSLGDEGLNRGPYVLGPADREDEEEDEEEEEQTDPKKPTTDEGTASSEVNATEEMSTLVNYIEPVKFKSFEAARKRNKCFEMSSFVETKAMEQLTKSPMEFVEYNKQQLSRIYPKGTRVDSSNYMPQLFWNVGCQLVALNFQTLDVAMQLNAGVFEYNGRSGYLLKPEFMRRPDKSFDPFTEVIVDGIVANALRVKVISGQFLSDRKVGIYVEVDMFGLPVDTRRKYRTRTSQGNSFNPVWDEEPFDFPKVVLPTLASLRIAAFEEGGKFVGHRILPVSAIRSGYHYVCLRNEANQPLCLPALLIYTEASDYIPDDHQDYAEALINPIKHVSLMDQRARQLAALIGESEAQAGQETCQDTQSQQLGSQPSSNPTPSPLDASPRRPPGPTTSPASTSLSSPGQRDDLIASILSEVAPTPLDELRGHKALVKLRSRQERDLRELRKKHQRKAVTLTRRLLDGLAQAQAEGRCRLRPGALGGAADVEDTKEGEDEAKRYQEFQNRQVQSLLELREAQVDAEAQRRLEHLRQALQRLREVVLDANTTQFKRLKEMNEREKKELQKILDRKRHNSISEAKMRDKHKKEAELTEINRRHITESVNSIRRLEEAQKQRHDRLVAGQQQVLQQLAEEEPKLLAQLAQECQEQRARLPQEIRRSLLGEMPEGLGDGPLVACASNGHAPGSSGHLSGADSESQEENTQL
Tn6 DDE FP – disrupts Tn6 cyclic peptide binding to fibrin D-Dimer-E complex | AID 720509 | 0.21% of 370,000 active | P02675 | Fibrin DD(E) TRITC-Tn6 fluorescence polarization displacement | inhibition, % at 8.3 µM;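 active means inhibition above a per-campaign cutoff: mean of compounds within control limits plus 3 SD, cut at about 15% in these data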;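 further: 0% = median of all compound wells on the plate and 100% = blocking peptide control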
ADAM17 inh – inhibits human ADAM17; AID 720648; recombinant ADAM17, EDANS/DABCYL FRET peptide cleavage; inhibition, % at 6.95 µM; P78536; 0.83% of 370,000 active;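 active means inhibition above the mean of compounds lying between control limits plus 3 SD, set per campaign, cut at about 8.5% in these data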;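 further: 0% = DMSO-only wells as the low control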
ARFGAP1 inhibitor – inhibits rat ARF GTPase activating protein 1. Q62848. Arfgap1-stimulated ARF1 GTP hydrolysis, GDP FP detection. inhibition, % at 16.5 µM. 0.26% of 360,000 active;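 active means inhibition above a per-plate limit, mean inhibition of low control wells plus 3 SD, cut at about 25% in these data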;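 further: 0% = DMSO wells with enzyme and 100% = wells lacking Arfgap1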
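Assay system: purified rat His6-Arfgap1 residues 1-136 (GAP domain); Reagent: human Δ17 ARF1 bound to GTP; Dosing: 16.5 µM single point, 1.26% DMSO; Times: GTP hydrolysis reaction 2 h at 25 °C; Signal: FP, GDP Alexa 633 tracer displaced from anti-GDP antibody, 620/688 nm; Measure: % inhibition from polarization.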
SIAE inh – inhibitors of human sialic acid acetylesterase SIAE. AID 1053197. Q9HAT2. 0.69% of 370,000 active. SIAE FP-Rh probe binding, fluorescence polarization. inhibition, % at 9.66 µM;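 active means inhibition above a cutoff: mean of compounds within the control limits plus 3 SD of those, cut at about 17% in these data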;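 further: 0% = plate median of compound wells and 100% = probe without SIAE protein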
ADAM10 inh – inhibits human ADAM10; inhibition, % at 7 µM; AID 720582; 0.62% of 370,000 active; O14672; recombinant ADAM10, EDANS/DABCYL FRET peptide cleavage, 3 h;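 active means inhibition above a per-campaign cutoff equal to the mean of compounds falling between control-based bounds plus 3 SD, cut at about 20% in these data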;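 further: 0% = DMSO wells while the 100% control is not disclosed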
* hit, by the source's call; . = no result given.

The line under a structure holds: TDP2 inh | Tn7 DDE FP | PLC-gamma1 inh | ASAP1 inh | PLC-beta3 inh | Tn6 DDE FP | ADAM17 inh | ARFGAP1 inhibitor | SIAE inh | ADAM10 inh
1	Cc1ccc(C(CC(=O)O)NC(=O)c2ccc(S(=O)(=O)N3CC(C)OC(C)C3)cc2)cc1 (configuration not stated)
 : 4 | 3 | 1 | 6 | -3 | -4 | -1 | -13 | 4 | -8
2	S=c1[nH]nc(-c2ccccc2)n1/N=C/c1cccc(Cl)c1
 : 11 | -3 | -3 | 8 | -9 | -8 | -5 | 3 | 5 | 2
3	Cc1occc1C(=O)NNC(=S)Nc1ccccc1C(F)(F)F
 : 5 | -5 | -2 | -4 | -1 | 2 | -2 | -7 | 9 | -3
4	Cc1cc2c(c(=O)n1CCN(C)C)C(c1ccc(Br)cc1)C(C#N)=C(N)O2 (configuration not stated)
 : -9 | 0 | 5 | -7 | 2 | -7 | 0 | 6 | -10 | 1
5	CCC(C)N1C(=O)c2ccccc2C1C(=O)NC1CCCCCC1 (configuration not stated)
 : -3 | 5 | 1 | -3 | 3 | 6 | 4 | -5 | 8 | 2
6	COc1ccccc1NC(=S)N1CCN(Cc2ccccc2)CC1
 : -6 | 2 | 5 | -1 | 1 | 0 | 0 | 6 | 2 | 8
7	COc1cccc(C2C(C(=O)c3sc(C)nc3C)=C(O)C(=O)N2CCN2CCOCC2)c1OC (configuration not stated)
 : -8 | 1 | 5 | 7 | 1 | -5 | -1 | 4 | 2 | -9
8	CCOc1cc(/C=N/Nc2nnc(C)n2N)ccc1O
 : 48* | -2 | 20* | 3 | 5 | 2 | 3 | 5 | -4 | -4
9	CCOc1ccccc1C(=O)NC(C(=O)OCn1nnc2ccccc2c1=O)C(C)C (configuration not stated)
 : 3 | 2 | 1 | 3 | 1 | -6 | 0 | -8 | -3 | -3
10	CCOC(=O)C1(C)CCN1C(=O)c1ccc(Cl)cc1Cl (configuration not stated)
 : -1 | 2 | 2 | -9 | 0 | -2 | -9 | 1 | 1 | -20
11	N=C1SCC(=O)N1c1ncc(Cc2ccc(F)cc2)s1
 : 21 | 2 | 2 | 11 | -7 | 1 | -1 | 4 | 1 | 3
12	O=C(c1ccccc1)C1CN(c2ccccc2)CC1c1ccc(Cl)cc1 (configuration not stated)
 : -21 | 4 | -3 | -7 | -5 | 4 | 7 | 5 | -4 | 4
13	CCn1c(C)nnc1SCC(=O)Nc1nccs1
 : -21 | -8 | 3 | 12 | 1 | 1 | 6 | -6 | 0 | 15
14	CCOC(=O)Cc1csc(NC(NC(=O)OCC)(C(F)(F)F)C(F)(F)F)n1
 : 0 | 7 | -3 | -3 | -2 | 1 | -1 | 2 | 1 | 6
15	COc1ccc([N+](=O)[O-])cc1NC(=O)C(C)OC(=O)c1cccnc1Cl (configuration not stated)
 : 13 | 8 | 5 | -4 | 7 | -2 | -4 | 7 | -11 | 1
16	O=C(O)CCn1cc(/C=C\C(=O)c2ccc(Cl)cc2)c(-c2cccc(Br)c2)n1
 : 14 | -4 | 3 | -3 | 0 | -4 | 0 | -2 | -15 | -4
17	COc1ccc(Cl)cc1NS(=O)(=O)c1cc(Br)cnc1N
 : 6 | 5 | 2 | 10 | -68 | 1 | 2 | 16 | 8 | 9
18	O=c1cc(CN2CCN(c3ccccc3F)CC2)c2cc3c(cc2o1)CCCC3
 : 3 | 1 | -6 | 3 | -9 | -3 | -6 | 5 | -5 | -7
19	CCOC(=O)CC(NC(=O)CCc1c(C)nc2ncnn2c1C)c1ccc(C)cc1 (configuration not stated)
 : -3 | 2 | 6 | -1 | -7 | -1 | -1 | 0 | -9 | -12
20	O=C(CSc1nnc(-c2cccnc2)n1-c1ccccc1)N1CCN(c2ccc(F)cc2)CC1
 : 4 | -8 | 4 | 6 | 4 | 3 | 3 | -6 | 0 | 7
21	CC(C)N(C(=O)CSc1nnc(Cc2csc(Nc3ccccc3)n2)o1)C(C)C
 : -5 | 1 | -2 | 1 | -8 | 5 | 0 | 10 | 4 | 2
22	CCOC(=O)c1ccc(NC(=O)CSc2nnc(-c3ccncc3)n2C)cc1
 : -3 | -4 | 1 | 2 | 4 | 6 | 0 | 0 | -5 | -6
23	OC(c1ccccc1)(c1ccccc1)C1CCN(CCCNc2ccc(C(F)(F)F)cc2)CC1
 : -2 | -3 | 6 | . | 7 | 5 | 9.4* | . | -1 | 17
24	O=C1CCc2ccccc2N1Cc1ccccc1
 : 6 | 5 | 1 | 2 | 1 | 10 | -2 | 2 | 18* | -3
25	COc1cccc(OC)c1OCCOc1ccccc1OC(C)C
 : -1 | 0 | 0 | -1 | 0 | 2 | -3 | -1 | 2 | -4
26	Cc1cc(C(=O)N2CCC2(C)C(=O)NCc2cccc3ccccc23)nn1C (configuration not stated)
 : 7 | 1 | 2 | -4 | 2 | -3 | 1 | 5 | 2 | -6
27	CCOc1ccc(-n2nc3c(=O)n(CCN4CCCCC4)nc(C)c3c2C)cc1
 : 9 | -3 | -2 | -6 | -5 | -7 | -2 | 6 | 6 | -13
28	CC1Oc2ccccc2N(CC(=O)Nc2ccc(F)cc2)C1=O (configuration not stated)
 : 11 | 1 | 1 | -1 | -4 | 1 | -2 | 5 | 10 | 1
29	COCCNC(=O)c1ccc2c(c1)S(=O)(=O)c1ccccc1C2=O
 : 5 | 6 | 1 | -3 | 3 | -4 | -4 | -2 | 1 | -4
30	Cc1ccc(S(=O)(=O)N2CCN(C(=O)CC(C)n3cncn3)CC2)cc1C (configuration not stated)
 : -10 | -1 | 6 | 1 | -2 | 2 | -2 | -16 | 3 | 9

ADAM17 inh: entries above that show a hit
The line under a structure holds: TDP2 inh | Tn7 DDE FP | PLC-gamma1 inh | ASAP1 inh | PLC-beta3 inh | Tn6 DDE FP | ADAM17 inh | ARFGAP1 inhibitor | SIAE inh | ADAM10 inh
23	OC(c1ccccc1)(c1ccccc1)C1CCN(CCCNc2ccc(C(F)(F)F)cc2)CC1
 : -2 | -3 | 6 | . | 7 | 5 | 9.4* | . | -1 | 17

(continued)
The line under a structure holds: TDP2 inh | Tn7 DDE FP | PLC-gamma1 inh | ASAP1 inh | PLC-beta3 inh | Tn6 DDE FP | ADAM17 inh | ARFGAP1 inhibitor | SIAE inh | ADAM10 inh
31	CCC(O)C(C)(C)C (configuration not stated)
 : 5 | -1 | 3 | 1 | 3 | -3 | -3 | -2 | 3 | -7
32	Cc1ccc(C(=O)Nc2nnc(C3=COCCO3)o2)cc1C
 : -4 | -1 | -4 | -2 | -8 | 4 | -4 | 1 | -4 | -10
33	N#Cc1c(N2CCSCC2)nsc1-c1ccccc1Cl
 : -22 | 5 | 1 | 1 | -11 | 4 | 1 | 4 | 1 | -6
34	COc1ccc(OCCCC(=O)Nc2cccc(C(C)=O)c2)cc1
 : 10 | -6 | -1 | 17 | -2 | 8 | -3 | -5 | 7 | -8
35	O=C(CSc1cccc[n+]1[O-])NCC1CCCCC1
 : 3 | -3 | 1 | -9 | -4 | 14 | -1 | 0 | 0 | 5
36	CN(C)CCCN(C(=O)c1ccco1)c1nc2cc3c(cc2s1)OCO3
 : 3 | 2 | -4 | -7 | -16 | 2 | -3 | -11 | 3 | -3
37	COc1ccccc1-c1nnc(SCC(=O)c2c(N)n(C3CC3)c(=O)[nH]c2=O)n1C
 : 6 | 0 | -1 | -13 | -3 | 1 | -6 | -5 | 3 | -2
38	COc1ccc(/C=C/C(=O)Nc2sc3c(c2C(=O)NCc2cccnc2)CCCC3)cc1
 : -5 | -6 | -11 | 0 | -15 | 4 | -1 | -4 | 0 | -5
39	COc1ccc(Cn2c(=O)[nH]c3cc(C(=O)NCCCOC(C)C)ccc3c2=O)cc1
 : 11 | 9 | 0 | 14 | -8 | 1 | -1 | -1 | 4 | 2
40	COc1ccc(CCN(C)C(=O)CCCN2C(=O)c3cccc4cccc(c34)C2=O)cc1OC
 : 11 | 9 | 3 | -2 | -5 | 8 | -13 | -5 | 5 | -39
41	CCOC(=O)c1c(-c2ccc(C)o2)csc1NC(=O)CSc1nnnn1-c1ccccc1
 : -11 | -2 | -6 | 8 | -8 | -1 | 3 | 2 | -6 | 3
42	O=C(NCCN1CCOCC1)c1ccncc1
 : -6 | 4 | -3 | 11 | -3 | 8 | -3 | -2 | -6 | -2
43	COCCCN(Cc1ccco1)C(=O)Cn1ncc2c([nH]c3ccccc32)c1=O
 : -4 | -2 | -5 | -7 | -8 | 10 | -8 | -3 | 6 | -20
44	N#CCC(=O)Nc1ccc(C(=O)OCC(=O)NNC(=O)c2cccs2)cc1
 : -1 | -6 | -5 | 13 | -7 | -1 | 6 | 10 | -7 | 12

Exported bar-delimited: part of the list above.
item | mol | TDP2 inh | Tn7 DDE FP | PLC-gamma1 inh | ASAP1 inh | PLC-beta3 inh | Tn6 DDE FP | ADAM17 inh | ARFGAP1 inhibitor | SIAE inh | ADAM10 inh
33 | N#Cc1c(N2CCSCC2)nsc1-c1ccccc1Cl | -22 | 5 | 1 | 1 | -11 | 4 | 1 | 4 | 1 | -6
39 | COc1ccc(Cn2c(=O)[nH]c3cc(C(=O)NCCCOC(C)C)ccc3c2=O)cc1 | 11 | 9 | 0 | 14 | -8 | 1 | -1 | -1 | 4 | 2
38 | COc1ccc(/C=C/C(=O)Nc2sc3c(c2C(=O)NCc2cccnc2)CCCC3)cc1 | -5 | -6 | -11 | 0 | -15 | 4 | -1 | -4 | 0 | -5
44 | N#CCC(=O)Nc1ccc(C(=O)OCC(=O)NNC(=O)c2cccs2)cc1 | -1 | -6 | -5 | 13 | -7 | -1 | 6 | 10 | -7 | 12
43 | COCCCN(Cc1ccco1)C(=O)Cn1ncc2c([nH]c3ccccc32)c1=O | -4 | -2 | -5 | -7 | -8 | 10 | -8 | -3 | 6 | -20
